Bioassay records from PubChem BioAssay.
PREPL inh – human PREPL enzyme inhibition | AID 2751 | recombinant PREPL, fluorescence polarization activity-based probe | Q4J6C6 | inhibition, % at 5.96 µM | hit rate 0.68% among 320,000; in the data active means inhibition above about 43%;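 further: 0% = enzyme with DMSO and 100% = wells lacking enzyme; many of its hits are not listed in these tables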
EBNA-1 inhibitor – blocks EBNA-1 binding to DNA. inhibition, % at 14.8 µM. EBNA-1 DNA binding, fluorescence polarization. hit rate 0.34% among 300,000; in the data active means inhibition above about 28%
PAD4 FP inh – blocks human protein arginine deiminase 4. recombinant PAD4, RCA probe fluorescence polarization. inhibition, % at 6.36 µM. hit rate 0.41% among 330,000. AID 485272;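 active means percent inhibition above a cutoff equal to the mean of all tested compounds plus 3 SD, cut at about 15% in these data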;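 further: 0% = PAD4 with RCA probe and DMSO and 100% = probe without PAD4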
Target sequence (Q9UM07 whole entry, looked up): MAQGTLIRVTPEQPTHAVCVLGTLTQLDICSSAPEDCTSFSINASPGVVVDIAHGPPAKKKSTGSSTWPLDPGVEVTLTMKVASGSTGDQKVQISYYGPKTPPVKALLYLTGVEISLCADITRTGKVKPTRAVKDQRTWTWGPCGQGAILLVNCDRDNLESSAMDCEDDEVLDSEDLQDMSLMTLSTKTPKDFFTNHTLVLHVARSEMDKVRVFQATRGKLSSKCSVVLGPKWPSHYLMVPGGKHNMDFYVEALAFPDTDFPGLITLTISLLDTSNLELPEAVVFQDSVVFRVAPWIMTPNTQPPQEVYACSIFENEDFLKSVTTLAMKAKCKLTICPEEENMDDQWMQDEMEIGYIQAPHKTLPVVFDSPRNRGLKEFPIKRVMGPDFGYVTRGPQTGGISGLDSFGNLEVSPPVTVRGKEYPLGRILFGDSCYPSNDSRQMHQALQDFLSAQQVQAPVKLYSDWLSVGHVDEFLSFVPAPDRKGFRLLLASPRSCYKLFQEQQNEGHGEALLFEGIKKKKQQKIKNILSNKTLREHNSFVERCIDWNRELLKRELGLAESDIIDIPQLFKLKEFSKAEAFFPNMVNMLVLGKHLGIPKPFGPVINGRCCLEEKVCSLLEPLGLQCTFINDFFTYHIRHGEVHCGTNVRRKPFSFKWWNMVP
PAFAH2 FP inh – inhibitors of human PAFAH2 | Q99487 | recombinant PAFAH2, FP-rhodamine activity probe, fluorescence polarization | inhibition, % at 3.39 µM | hit rate 0.99% among 340,000;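 active means inhibition above the mean over all tested compounds plus 3 SD, cut at about 30% in these data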;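 further: inhibitors block probe labeling of enzyme so polarization drops; 0% = enzyme with DMSO and 100% = wells lacking PAFAH2 protein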
LYPLA1 inh – counter-screen for PME1 inhibitors: inhibitors of human LYPLA1 | recombinant LYPLA1, FP-Rh probe fluorescence polarization | inhibition, % at 5.9 µM | hit rate 0.16% among 320,000 | AID 2174;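 active means inhibition above the mean of all tested compounds plus 3 SD, set per campaign, cut at about 14% in these data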;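 further: inhibitors block serine hydrolase probe labeling of LYPLA1 so polarization falls; 0% = enzyme with DMSO and 100% = wells lacking LYPLA1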
PAFAH1B3 inh – inhibitors of human PAFAH1B3 | inhibition, % at 3.39 µM | hit rate 0.28% among 340,000 | Q15102 | recombinant PAFAH1B3, FP-rhodamine probe, fluorescence polarization;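 active means inhibition above the screen-wide average of all tested compounds plus 3 SD, cut at about 25% in these data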;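 further: 0% = enzyme with DMSO only and 100% = wells lacking PAFAH1B3 protein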
ZTA DNA inh – ZTA (EBV) inhibition in EBNA-1 counter-screen; P03206; ZTA-DNA binding, fluorescence polarization; inhibition, % at 11 µM; hit rate 0.15% among 320,000; in the data active means inhibition above about 33%
GSTO1 counter – GSTO1 inhibition, counter-screen for RBBP9 inhibitors. AID 1974. inhibition, % at 5.96 µM. P78417. recombinant GSTO1, activity-based probe fluorescence polarization. hit rate 1.1% among 300,000;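 active means inhibition above the campaign mean inhibition plus 3 SD, cut at about 35% in these data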;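 further: 0% = GSTO1-1 with DMSO and 100% = wells lacking GSTO1-1 enzyme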
Target sequence (P78417 whole entry, looked up): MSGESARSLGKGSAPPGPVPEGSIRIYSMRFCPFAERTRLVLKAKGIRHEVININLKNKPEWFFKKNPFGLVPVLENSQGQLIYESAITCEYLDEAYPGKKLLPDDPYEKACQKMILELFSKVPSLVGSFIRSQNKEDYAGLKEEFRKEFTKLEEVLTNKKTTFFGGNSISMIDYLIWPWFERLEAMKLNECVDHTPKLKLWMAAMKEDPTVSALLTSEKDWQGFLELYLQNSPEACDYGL
LYPLA2 inh – counter-screen for PME1 inhibitors: inhibitors of human LYPLA2. O95372. inhibition, % at 5.9 µM. hit rate 0.38% among 320,000. recombinant LYPLA2, FP-Rh probe fluorescence polarization. AID 2177;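 active means inhibition above the screen-wide mean plus 3 SD, limit set per campaign, cut at about 26% in these data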;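 further: 0% = LYPLA2 with DMSO and 100% = wells lacking LYPLA2 enzyme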
The depositor's hits bear a star; nt = no result given. A portion of the library. The share of hits here may be higher or lower than overall.

SMILES	PREPL inh	EBNA-1 inhibitor	PAD4 FP inh	PAFAH2 FP inh	LYPLA1 inh	PAFAH1B3 inh	ZTA DNA inh	GSTO1 counter	LYPLA2 inh
N#C/C(=C(/O)CN1CCN(c2ccccc2F)CC1)c1nc(-c2ccc(Cl)cc2)cs1	13	13	-4	10	-5	-2	3	10	-2
O=C(CSc1ccccn1)Nc1nonc1[N+](=O)[O-]	3	-20	19*	5	-1	5	-9	-3	0
O=C(NN1C(=O)c2ccccc2NC1c1ccc([N+](=O)[O-])o1)c1ccccc1 (configuration not stated)	8	8	-5	4	2	9	2	44*	1
CCc1ccc2[nH]c(=O)c(CN(CCO)C(=O)NCc3ccccc3)cc2c1	2	2	1	-11	2	1	-8	-8	3
Cc1[nH]c2ccccc2c1C(=O)COc1ccccc1F	19	6	-1	-4	-5	2	3	-1	-3
O=c1c(Sc2ccccc2)c(C(F)(F)F)[nH]n1-c1ccccc1	3	4	-4	4	3	-1	-5	-1	3
O=C(CSc1nccn1-c1cccc(Cl)c1)Nc1ccc2c(c1)OCCO2	3	-9	-12	13	-5	-1	0	9	-7
N#CC1(NC(=O)COC(=O)Cc2n[nH]c(=O)c3ccccc23)CCCCC1	5	-8	-2	5	-6	9	-9	6	2
CCCCC(C(=O)OCC(=O)c1ccc(OC)cc1)N1C(=O)c2ccccc2C1=O (configuration not stated)	4	8	3	-3	-7	1	8	2	-10
O=C(Nc1ccccn1)c1ccc2nc(-c3ccccc3)c(-c3ccccc3)nc2c1	15	1	4	nt	5	nt	-24	7	1
Cc1ccc(SCC(=O)OCC(=O)NCc2cccs2)cc1C	1	-10	3	5	1	3	-12	-7	0
CC1Cc2ccccc2N1C(=O)COC(=O)CCc1nc2ccccc2c(=O)[nH]1 (configuration not stated)	-8	-2	1	2	2	1	-4	-5	4
CC(=O)Nc1ccc(-n2nnnc2SCC(=O)NC2CCCC2)cc1	-4	6	-3	5	-3	12	7	-2	-8
COc1cccc2oc(-c3ccco3)cc(=O)c12	14	5	-1	11	-1	12	-16	15	-3
COc1ccccc1S(=O)(=O)Cc1ccc(C(=O)NCc2ccco2)o1	-3	-11	2	-5	0	6	-6	3	1
Cc1ccc(-c2[nH]nc3c2C(c2cccnc2)C(C#N)=C(N)O3)cc1 (configuration not stated)	4	-9	-7	-9	-2	5	-9	27	1
Cc1ccc(/C=C/c2ccc(=O)n(Cc3ccc(Cl)cc3Cl)n2)cc1	-7	-1	0	2	-2	8	4	-1	-3
CN1C(=O)c2ccc(C(=O)Nc3ccc4c(c3)OCO4)cc2C1=O	4	-1	-2	-6	2	0	2	-1	2
CC[C@@H](C(=O)[C@@H](C)[C@@H](O)[C@H](C)CCc1ccc(C)c(O)c1C(=O)O)[C@H]1O[C@](CC)([C@H]2CC[C@](O)(CC)[C@H](C)O2)C[C@@H]1C	7	3	0	-5	1	2	15	16	5
CCOC(=O)/C(C#N)=C1/CCCCCN1C	-4	7	-4	4	-2	8	3	3	-1
COc1ccc(CCNC(=S)NC(=O)c2ccccc2)cc1OC	-5	9	-1	4	1	-9	4	0	2
COc1ccc(C)c2sc(=NC(=O)c3ccccc3)n(C)c12	-7	0	-2	-4	-1	10	15	3	6
CN(C)c1nc2c(c(=O)[nH]c(=O)n2C)n1Cc1ccccc1Br	-12	1	-2	-2	2	7	-6	7	17
O=C(NC(=S)Nc1ccccc1Br)C1CCC1	2	4	3	1	-2	0	14	0	-3
Cc1ccc(NC(=O)C/C(N)=N/OC(=O)Nc2ccc(C)c(Cl)c2)cc1	3	nt	0	4	-5	2	9	nt	1

Following part:
SMILES	PREPL inh	EBNA-1 inhibitor	PAD4 FP inh	PAFAH2 FP inh	LYPLA1 inh	PAFAH1B3 inh	ZTA DNA inh	GSTO1 counter	LYPLA2 inh
COc1cccc(NC(=O)c2oc3ccccc3c2NC(C)=O)c1	-1	12	1	1	-2	5	10	0	-3
O=C1c2ccccc2NC(c2ccc(O)c(O)c2)N1c1ccccc1Cl (configuration not stated)	21	10	2	-11	-3	11	-1	34	-6
O=C(CCCc1c[nH]c2ccccc12)N1CCN(c2ccc(N3CCOCC3)nn2)CC1	34	-1	5	9	-2	3	11	0	-1
COc1ccccc1OCCNC(=O)C1CC(=O)N(c2cccc(SC)c2)C1 (configuration not stated)	-3	1	2	5	-1	7	-15	4	-5
CC/C(O)=N\S(=O)(=O)c1ccc(N=NN(C)C)cc1	-1	-13	-6	-3	-1	3	1	8	2
O/N=C/c1ccccc1Oc1ccccc1	-4	4	-2	-4	2	7	-6	6	3
Cc1cc(=O)oc2cc(NC(=O)Cc3ccccc3)ccc12	6	-11	0	3	-2	13	-19	-8	4
Cc1ccc(C2c3c(oc4ccccc4c3=O)C(=O)N2CCCN2CCOCC2)o1 (configuration not stated)	11	-10	2	6	-3	7	-9	8	10
CCN(CC)S(=O)(=O)c1ccc(C(=O)Nc2nnc(COC)o2)cc1	2	4	-6	1	-3	2	9	4	0
Cc1ccc(NC(=O)c2ccc(Cl)c(S(=O)(=O)N3CCCCC3)c2)nc1	4	nt	5	3	0	11	-2	nt	2
Cc1cccnc1Nc1nc(-c2ccccn2)cs1	23	-1	-3	6	4	15	-6	10	10
Cc1ccncc1C(N)=O	-7	-2	2	-7	4	6	-3	3	2
CCn1c(SCC(=O)N2CCCc3ccccc32)nnc1-c1ccco1	18	2	3	-2	3	5	-18	12	8
CCOC(=O)C(NCc1ccccc1OC)(NC(C)=O)C(F)(F)F (configuration not stated)	7	-7	-12	7	3	0	-7	-9	-1
CCOc1cc(C(=O)Nc2ccc3c(c2)OCO3)ccc1OCCOc1ccccc1Cl	28	4	1	4	-4	9	-5	-4	-8
O=C(OCc1cc(=O)n2c(n1)sc1ccccc12)c1ccc2c(=O)n3c(nc2c1)CCC3	-23	-3	-7	14	-2	7	-7	8	2
Cc1ccc2c(c1)C1C3CCC(C3)C1S(=O)N2 (configuration not stated)	0	2	0	6	-2	8	0	-8	2
COc1cccc(/C=N/N2C(=O)CSC2=S)c1O	7	8	4	24	-1	13	4	13	-3
Cc1cc(N2CCN(C(=O)c3cccs3)CC2)c(F)cc1[N+](=O)[O-]	15	-6	-2	5	0	12	-18	0	4
NC1=NC[C@H](Cc2ccc(O)cc2)N1CCc1cccc(F)c1	-7	0	-5	7	2	6	4	-4	-3
COc1ccccc1-n1cc(C(=O)N2CCCC(CO)(Cc3ccccc3C)C2)cn1 (configuration not stated)	1	-6	-2	0	-4	9	-8	2	-7
CN(C)S(=O)(=O)c1cccc(-c2cn3cc(Cl)ccc3n2)c1	8	-4	7	-3	-3	6	7	-8	-1
c1cn2cc(CN3CCOCC3)nc2s1	3	-2	-2	1	4	3	-5	1	3
C[C@H](CO)N1C[C@H](C)[C@@H](CN(C)C(=O)Nc2ccccc2)Oc2c(NC(=O)Nc3ccc(C(F)(F)F)cc3)cccc2C1=O	2	nt	-3	-14	nt	6	nt	nt	nt
O=C(NCCc1ccccc1)C(=O)NCC1OCCN1S(=O)(=O)c1ccc(Br)cc1 (configuration not stated)	8	14	-2	-1	2	6	6	1	1

Continuation.
SMILES	PREPL inh	EBNA-1 inhibitor	PAD4 FP inh	PAFAH2 FP inh	LYPLA1 inh	PAFAH1B3 inh	ZTA DNA inh	GSTO1 counter	LYPLA2 inh
Cc1ccc(S(=O)(=O)Nc2ccc(Oc3cccnc3)nc2)cc1	-17	-3	-1	13	3	2	-4	3	-3
CCC(=O)c1ccccc1OCCCCn1cncn1	-5	13	2	4	-2	0	2	1	-3
Cc1cccc(C)c1OCc1nnc(SCC(=O)Nc2nccs2)n1-c1ccccc1	8	3	-1	-3	-4	2	10	9	2
COc1ccc(NC(=O)CS(=O)CC(=O)Nc2ccc(-n3cnnn3)c(C)c2)cc1 (configuration not stated)	-8	14	-2	-5	0	-5	-1	2	0
COc1ccc(CCN(C)C(=O)c2cccc(S(=O)(=O)NCc3ccccc3)c2)cc1OC	4	4	4	-4	0	12	-11	3	-6
COc1ccc2nc(Cl)c(C3CC(c4ccco4)=NN3C(=O)CCCC(=O)O)cc2c1 (configuration not stated)	-2	17	1	-3	-1	1	12	-13	3
CC(=O)c1c(C)[nH]c(C(=O)CN2CCN(S(=O)(=O)c3ccccc3)CC2)c1C	2	nt	13	-5	2	7	-17	nt	2
COc1ccc(-c2c(-c3cc(OC)cc(OC)c3)n(C)c3ccc(-c4ccc5[nH]ccc5c4)cc23)cc1	22	nt	0	-6	-4	0	18	nt	3
CCCCC(=O)NC(c1ccco1)c1cc(Cl)c2cccnc2c1O (configuration not stated)	15	-9	-20	7	-6	8	-10	-39	-3
CC(C)c1ccc(C2=C(O)c3ccccc3C(=O)C2=O)cc1	2	6	1	6	1	3	-4	3	3
CC(=O)Nc1ccc(NC(=O)C(C)OC(=O)CCC(=O)c2ccc(F)cc2)cc1 (configuration not stated)	7	-3	2	2	0	0	-7	-7	-5
CC(=O)Oc1cc(OC(C)=O)c2c(C)cc(=O)oc2c1	11	-2	2	-5	1	-4	-1	53*	-4
O=C(NOC(=O)c1ccccc1F)c1ccc(OC(F)F)cc1	6	-6	-6	1	3	-5	3	1	2
Cc1ccc(CNC(=O)C2(NC(=O)Nc3ccc(C)cc3)CCCCC2)cc1	9	-4	-1	2	-3	2	-13	16	7
c1ccc(C2=NN(c3ccccc3)CC2)cc1	8	-7	2	2	1	6	1	-4	4
C/C(=N\Nc1ccc(F)cc1F)c1ccc(N2CCOCC2)cc1	10	-7	-1	1	4	4	3	4	3
N#CCC(=N)N1CCN(c2ccc(Cl)cc2)CC1	15	2	-2	5	-1	3	4	-1	4
O=C(N/C(=C/c1ccc(Br)cc1)c1nc2ccccc2[nH]1)c1ccco1	-1	31*	-2	6	-1	0	18	4	0
Clc1ccc(OCCCCCN2CCOCC2)cc1	6	-1	1	3	-3	11	4	1	-5
O=c1[nH]c(/C=C/c2cccnc2)c([N+](=O)[O-])c(=O)[nH]1	-1	0	0	-5	-2	0	10	10	0
c1ccc(C2CNCCc3ccccc32)cc1 (configuration not stated)	-31	-6	-4	-1	-2	11	-1	-9	-1
O=C(Cn1cnc2c(NC(=O)OCc3ccccc3)ncnc21)NCc1ccccn1	-12	nt	2	-3	0	-2	-7	nt	2
C=CCSc1nnc(-c2cc3c(-c4ccccc4)nn(C)c3s2)n1C	14	-5	1	6	-3	11	6	-9	-13
O=C1CC(SC2=NCCS2)C(=O)N1c1ccc(Cl)cc1 (configuration not stated)	10	17	2	-7	-1	-1	-12	6	3
Cc1cc(NC(=O)c2c(-c3ccccc3Cl)noc2C)no1	7	3	1	2	3	9	3	2	6

Other entries follow.
SMILES	PREPL inh	EBNA-1 inhibitor	PAD4 FP inh	PAFAH2 FP inh	LYPLA1 inh	PAFAH1B3 inh	ZTA DNA inh	GSTO1 counter	LYPLA2 inh
CCN(CC)c1nc(=S)nc(NC(C)(C)C)[nH]1	14	-4	3	5	0	3	-1	7	4
Cc1ccc(N2CC(C(=O)N3CCCCCC3)CC2=O)cc1 (configuration not stated)	0	-7	-4	3	-2	10	7	4	-4
CC(=O)Nc1ccc(NC(=O)CCC(=O)Oc2ccc(C)cc2)cc1	-1	-1	0	-3	0	1	-7	-1	6
CCN(CC)S(=O)(=O)c1ccc(S(=O)(=O)N2CCN(CCC#N)CC2)cc1	-3	-4	-4	4	3	3	2	-4	-2
COc1ccc(CC(=O)NNC(=O)CSc2nc(C)c(C)c(=O)[nH]2)cc1	-7	5	-5	3	2	2	0	6	4
CCCN(CCC)S(=O)(=O)c1ccc(C(=O)Nc2c(C)n(C)n(-c3ccccc3)c2=O)cc1	2	-5	-2	11	1	4	8	7	0
